Screening data (PubChem)
mIAP block: mouse IAP inhibition. purified mouse IAP, CDP-Star luminescence, 30 min. inhibition, % at 10 µM. actives 0.2% (n = 330,000). AID 2806;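 active = inhibition of at least 40% at 10 µM in the primary screen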;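 note: plate controls were DMSO with enzyme for no effect and no enzyme wells for full effect; values of inactives mirror those of a sister screen read the other way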
hIAP activ: increases human intestinal alkaline phosphatase activity; P09923; purified human IAP, CDP-Star luminescence, 30 min; hits give high values; 1 = vehicle-only enzyme, 0 = enzyme-free background; activation factor at 10 µM; actives 0.16% (n = 330,000); AID 2524;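 active = activation factor of the enzyme at least 2-fold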; note: the source names both 10 and 20 µM as test concentration; values of inactives mirror those of a sister screen read the other way
Target sequence (P09923 whole entry, looked up): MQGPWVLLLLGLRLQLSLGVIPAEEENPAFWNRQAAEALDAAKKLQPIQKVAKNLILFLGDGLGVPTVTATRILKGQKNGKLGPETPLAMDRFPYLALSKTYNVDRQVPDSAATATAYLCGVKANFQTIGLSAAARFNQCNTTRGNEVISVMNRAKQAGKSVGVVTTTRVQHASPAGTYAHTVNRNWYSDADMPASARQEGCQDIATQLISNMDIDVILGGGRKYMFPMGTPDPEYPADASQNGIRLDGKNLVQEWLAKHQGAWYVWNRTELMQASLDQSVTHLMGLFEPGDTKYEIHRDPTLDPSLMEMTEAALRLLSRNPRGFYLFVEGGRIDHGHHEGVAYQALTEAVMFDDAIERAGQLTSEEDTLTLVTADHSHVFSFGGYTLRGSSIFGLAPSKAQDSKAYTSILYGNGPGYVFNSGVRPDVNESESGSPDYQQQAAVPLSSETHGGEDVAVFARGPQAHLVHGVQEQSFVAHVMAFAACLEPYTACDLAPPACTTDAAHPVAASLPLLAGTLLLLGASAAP
NR3A LBD binder: modulators (binders) of human NR3A ligand-binding domain | Tm shift relative to glycine control, % at 25 µM | AID 1259313 | actives 2.5% (n = 340,000) | NR3A LBD differential scanning fluorimetry, Tm shift; 0% = protein alone, 100% = glycine-bound protein;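 active = melting temperature shift of at least 10% of the positive control shift, at one fixed dose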
MIN6 prolif: inducers of beta-cell replication in MIN6 cells | MIN6 cells proliferation, ATPlite luminescence, 48 h; cells starved in 0.2% serum; 100% = growth in 10% serum | proliferation, % at 10 µM | actives 0.29% (n = 330,000) | AID 2380;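 active = compounds whose signal lies at least 3.5 SD above the mean of all wells on their plate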;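 note: 0% = DMSO-treated cells in low-serum medium and 100% = 10% serum control; some compounds called inactive have numbers as strong as hits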
MPTP inh: blocks calcium-induced mitochondrial swelling; isolated mouse mitochondria, Ca2+ swelling absorbance, 30 min; inhibition, % at 10 µM; actives 1.4% (n = 360,000);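 active = inhibition of 50% or more, scaled per plate between neutral and stimulator controls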;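 note: 0% = DMSO wells given calcium and 100% = 1 mM EGTA wells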
A3G deaminase: inhibitors of human APOBEC3G DNA deaminase; Q9HC16; recombinant A3G, ssDNA deamination FAM/TAMRA fluorescence; inhibition, % at 20 µM; actives 0.28% (n = 330,000); AID 493012;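 active = inhibition of at least 40% at 20 µM, with no more than 30% in the related APOBEC3A deaminase screen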;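 note: plate controls were DMSO wells with A3G for no effect and wells lacking A3G enzyme for full effect; some compounds called inactive have numbers as strong as hits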
A3A deaminase: inhibitors of human APOBEC3A DNA deaminase. actives 0.41% (n = 330,000). P31941. AID 493011. inhibition, % at 20 µM. recombinant A3A, FAM/TAMRA ssDNA deamination fluorescence;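 active = at least 40% inhibition at 20 µM here, with at most 30% in a related deaminase screen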;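 note: plate controls were A3A with DMSO for no effect and wells lacking A3A enzyme for full effect; some results filed as inactive read as strong as hits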
Target sequence (P31941 whole entry, looked up): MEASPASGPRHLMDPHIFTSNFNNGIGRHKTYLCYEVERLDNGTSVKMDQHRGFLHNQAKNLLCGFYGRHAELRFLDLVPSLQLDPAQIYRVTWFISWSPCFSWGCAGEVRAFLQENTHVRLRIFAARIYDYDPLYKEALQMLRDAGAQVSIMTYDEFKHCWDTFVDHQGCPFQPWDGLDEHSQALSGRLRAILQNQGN
mIAP act: increases mouse intestinal alkaline phosphatase activity; activation factor at 10 µM; muIAP, CDP-Star luminescence, 30 min; hits give high values; 1 = vehicle-only enzyme signal, 0 = enzyme-free wells; AID 2805; actives 0.24% (n = 330,000);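 active = activation factor of at least 2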; note: the source names both 10 and 20 µM as test concentration; values of inactives mirror those of a sister screen read the other way
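System: mouse IAP enzyme. Reagent: CDP-Star chemiluminescent phosphatase substrate. Benchmarks: DMSO wells, no-enzyme wells. Times: 30 min enzyme-substrate-compound incubation at room temperature. Detection: luminescence from enzymatic CDP-Star hydrolysis. Doses: test compounds delivered from DMSO solution.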
hIAP block: blocks human intestinal alkaline phosphatase | AID 2544 | purified IAP, CDP-Star luminescence, 30 min | inhibition, % at 10 µM | P09923 | actives 0.12% (n = 330,000);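 active = inhibition reaching a set limit with compound at 10 µM in the primary screen, cut at about 35% in these data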;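 note: plate controls were DMSO wells with enzyme for no effect and no-enzyme buffer wells for full effect; values of inactives mirror those of a sister screen read the other way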
An asterisk follows results filed as active.

SMILES,mIAP block,hIAP activ,NR3A LBD binder,MIN6 prolif,MPTP inh,A3G deaminase,A3A deaminase,mIAP act,hIAP block
CCOC(=O)Nc1ccc(S(=O)(=O)Nc2onc(C)c2C)cc1,-4,1.1,0,-3,1.8,-1,1,1,-10
CC1(c2ccc(Cl)cc2Cl)NC(=O)N(CC(=O)Nc2ccc3[nH]c(=O)[nH]c3c2)C1=O (stereo not given),1,1.1,-2,-4,-1.1,-1,21,0.99,-6
COc1ccc(/C=C/C(=O)c2ccc(NC(=O)c3cccs3)cc2)cc1OC,7,0.89,16*,-2,0.8,-4,0,0.93,11
COc1cccc(CNS(=O)(=O)c2ccc3c(c2)CCN3C(=O)C2CC2)c1,-4,0.92,-2,0,0.1,2,4,1,8
CC1CCC(N2CC(=O)N(Cc3ccc4c(c3)OCO4)C(c3ccc(F)cc3)C2=O)CC1 (stereo not given),1,1.2,2,-5,-0.9,-2,-3,0.99,-16
CCOc1ccccc1N1CCN(C(=O)C(F)(F)F)CC1,11,0.93,0,-2,-0.3,-2,1,0.89,7
O=C(CN1CCCCCC1)Nc1cc([N+](=O)[O-])ccc1Cl,-7,0.96,-1,0,0.3,2,2,1.1,4
O=C(Cc1ccc(S(=O)(=O)N2CCOCC2)s1)NCC1CCCCC1,-9,0.93,-2,-1,0.2,-1,3,1.1,8
COc1ccc(C(CNC(=O)c2oc3ccc(C)cc3c2C)N2CCCCC2)cc1 (stereo not given),-6,1.2,0,-5,2.2,2,-1,1.1,-20
CC(C)C[C@@H]1NC(=O)N(CCN2CCOCC2)C1=O,-11,0.87,7,-2,-0.4,5,1,1.1,13
COc1ccc(C)cc1N(C)C(=O)c1coc(=O)c2ccccc12,-2,1,1,0,-0.3,-7,-3,1,0
Cc1ccc(NC(=O)c2cccnc2C(=O)Nc2ccc(C)cc2)cc1,0,0.93,-1,1,0.6,-6,1,1,7
CCOc1ccc(C(=O)Nc2ccc(Cc3ccncc3)cc2)cc1Br,-6,1.2,-5,-4,-0.3,-9,-3,1.1,-25
COc1ccc(-c2nc(CN3CCN(c4cc(C)nc(C)c4)CC3)c(C)o2)c2ccccc12,-7,1.1,-1,-6,-2.0,-4,0,1.1,-8
O=C(CN(c1ccc(Cl)cc1)S(=O)(=O)c1ccccc1)N1CCN(c2ccccc2)CC1,1,0.96,-3,-5,4.3,1,2,0.99,4
CCOc1cc(CNc2ccc3c(c2)OCCO3)cc(Br)c1OCC,9,0.86,5,-5,1.9,-7,-5,0.91,14
COc1cccc(S(=O)(=O)NCC(=O)N2CCCCCC2)c1,7,0.96,3,2,0.6,-4,-3,0.93,4
O=C(CCNS(=O)(=O)c1ccc(Br)cc1)NCCCSc1ccccc1,-4,0.95,0,-3,1.5,-8,-6,1,5
Cc1cccc(NC(=O)CSc2ncnc3c2oc2ccccc23)c1,10,0.78,0,-1,-0.6,-5,-2,0.9,22
C=CCNC(=S)Nc1c(N)n(C)c(=O)n(C)c1=O,-4,1,-2,-1,1.3,-5,-7,1,-4
COc1cc(S(=O)(=O)N2CCN(C(=O)c3ccco3)CC2)c(OC)cc1C,-3,1,1,-1,-1.7,-4,0,1,0
O=C(Nc1ccccc1)c1csc(-c2ccccc2)n1,7,0.98,2,-1,-1.9,-6,-2,0.93,2
O=C(CSc1ncn[nH]1)Nc1ccc([N+](=O)[O-])cc1Br,3,1.5,-22,1,2.2,-4,-2,0.97,-52
COc1ccc(CNC(=O)/C=C/c2ccc(OCCCF)cc2)cc1,-7,0.87,-8,-3,0.9,-7,-4,1.1,13
O=C1C(CCS(=O)c2ccccc2)C(=O)N(c2ccccc2)N1c1ccccc1 (stereo not given),8,1,17*,0,-3.6,16,-3,0.93,-2
COc1ccc(CN2CCN(C(C)C(=O)NC(C)c3ccc(F)cc3)CC2)cc1F (stereo not given),-2,0.83,0,-2,-1.2,-2,20,1,17
COC(=O)c1ccc2nc(-c3ccc4c(c3)OCO4)cn2c1,1,0.98,-2,-5,-0.4,-8,2,0.99,2
CC1CN(C(=O)CN2C(=O)NC3(CCCC3)C2=O)C(=Nc2cccc(S(=O)(=O)N(C)C)c2)S1 (stereo not given),5,1,0,6,-2.4,-15,3,0.95,-2
COc1ccc(C(=O)Nc2c(N)nc(SCC(=O)NCC3CCCO3)[nH]c2=O)cc1 (stereo not given),-1,1.1,0,1,-0.5,-9,-4,1,-13
O=C(NC1CCCCC1)C(c1ccc2ncccc2c1)N(Cc1ccco1)C(=O)c1ccc2c(c1)OCCO2 (stereo not given),-5,1,-1,2,-0.3,-6,-3,1,0

Molecules shown so far that contain a nitro group on carbon:
SMILES,mIAP block,hIAP activ,NR3A LBD binder,MIN6 prolif,MPTP inh,A3G deaminase,A3A deaminase,mIAP act,hIAP block
O=C(CN1CCCCCC1)Nc1cc([N+](=O)[O-])ccc1Cl,-7,0.96,-1,0,0.3,2,2,1.1,4
O=C(CSc1ncn[nH]1)Nc1ccc([N+](=O)[O-])cc1Br,3,1.5,-22,1,2.2,-4,-2,0.97,-52

Later entries:
SMILES,mIAP block,hIAP activ,NR3A LBD binder,MIN6 prolif,MPTP inh,A3G deaminase,A3A deaminase,mIAP act,hIAP block
CCc1ccc(C(=O)NNc2ccc(F)cc2F)cc1,-19,0.97,1,0,1.0,-3,-1,1.2,3
O=C(NC(=S)N1CCOCC1)C12CCC3CC(CC(C3)C1)C2,6,1.1,3,1,-1.2,-4,-2,0.94,-9
CC(C)c1ccc(CN2CCC(Oc3ccc(C(=O)N4CCCC4)cc3)CC2)cc1,5,1.1,3,-3,0.3,-4,-1,0.95,-14
CC1Sc2ccc(C(=O)OCc3ccccc3Cl)cc2NC1=O (stereo not given),11,1,-32,10,0.1,1,0,0.89,-2
CCOc1ccc(C(=O)NCC(=O)N2CCN(c3ccccc3O)CC2)cc1,3,1.2,-2,0,-3.9,0,0,0.97,-16
C[C@@H](C(=O)O)[C@H]1C[C@]1(C)[C@H](NC(=O)OCc1ccccc1)c1ccccc1,-2,0.95,-1,-1,0.8,-6,0,1,5
CCCC(=O)Nc1c(-c2ccccc2OC)c(=O)c2ccccc2n1C,14,0.79,1,0,-0.4,-9,-4,0.86,21
COc1ccc(Cl)cc1NC(=O)CN(C)C(=O)Cn1cnnn1,-1,1,2,0,-1.5,5,23,1,-5
O=C(c1ccc2nc[nH]c2c1)N1CCN(c2cccc(C(F)(F)F)c2)CC1,7,1.7,-1,-1,-0.7,-4,-1,0.93,-65
C[C@H](NC(=O)c1ccccc1)C(=O)Nc1nc(-c2ccccn2)cs1,-1,1.2,0,2,0.5,-2,2,1,-23
CCN1CCC(=NNC(=O)c2ccc(C)c([N+](=O)[O-])c2)CC1,6,1.1,1,0,-1.2,-4,-3,0.94,-6
O=C(COc1ccc(Cl)cc1Cl)OCn1nnc2ccccc2c1=O,-16,0.96,-4,2,-0.7,-4,1,1.2,4
O=C1CSC(c2ccccc2)N1CC(O)c1ccc([N+](=O)[O-])cc1 (stereo not given),5,1.1,-2,0,5.2,-3,0,0.95,-7
CC1CCCC(NC(=O)COC(=O)c2n[nH]c3ccccc23)C1C (stereo not given),-2,1.1,-1,-1,0.3,-6,0,1,-14
Cc1ccc(C(=O)Nc2ccc(N3CCN(C(=O)c4ccco4)CC3)cc2)c(Cl)c1,0,1.1,1,0,0.6,-5,-1,1,-6
Cc1occc1-c1nnc(SCC(=O)NC2CC2)n1C,-3,1.1,1,-1,-0.4,-7,-2,1,-13
CC(=O)Nc1ccc(NC(=O)CSc2nncn2C)cc1,-1,1.1,0,-2,-0.1,-9,-6,1,-11
CCOc1ccc(CC(=O)Nc2cccc(-c3ccc4nnc(C)n4n3)c2)cc1,-7,0.96,-1,3,5.5,-4,1,1.1,4

Grouped by structure, those above containing two or more sulfur atoms
SMILES,mIAP block,hIAP activ,NR3A LBD binder,MIN6 prolif,MPTP inh,A3G deaminase,A3A deaminase,mIAP act,hIAP block
O=C(Cc1ccc(S(=O)(=O)N2CCOCC2)s1)NCC1CCCCC1,-9,0.93,-2,-1,0.2,-1,3,1.1,8
O=C(CCNS(=O)(=O)c1ccc(Br)cc1)NCCCSc1ccccc1,-4,0.95,0,-3,1.5,-8,-6,1,5
CC1CN(C(=O)CN2C(=O)NC3(CCCC3)C2=O)C(=Nc2cccc(S(=O)(=O)N(C)C)c2)S1 (stereo not given),5,1,0,6,-2.4,-15,3,0.95,-2
